SIAE inh = human SIAE inhibition, primary screen | SIAE FP-Rh probe binding, fluorescence polarization | inhibition, % at 9.66 µM | hit rate 0.69% among 370,000 | AID 1053197;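 active = inhibition above a cutoff: mean of compounds within the control limits plus 3 SD of those, cut at about 17% in these data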;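 note: 0% = plate median of compound wells and 100% = probe without SIAE protein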
Target sequence (Q9HAT2 whole entry, looked up): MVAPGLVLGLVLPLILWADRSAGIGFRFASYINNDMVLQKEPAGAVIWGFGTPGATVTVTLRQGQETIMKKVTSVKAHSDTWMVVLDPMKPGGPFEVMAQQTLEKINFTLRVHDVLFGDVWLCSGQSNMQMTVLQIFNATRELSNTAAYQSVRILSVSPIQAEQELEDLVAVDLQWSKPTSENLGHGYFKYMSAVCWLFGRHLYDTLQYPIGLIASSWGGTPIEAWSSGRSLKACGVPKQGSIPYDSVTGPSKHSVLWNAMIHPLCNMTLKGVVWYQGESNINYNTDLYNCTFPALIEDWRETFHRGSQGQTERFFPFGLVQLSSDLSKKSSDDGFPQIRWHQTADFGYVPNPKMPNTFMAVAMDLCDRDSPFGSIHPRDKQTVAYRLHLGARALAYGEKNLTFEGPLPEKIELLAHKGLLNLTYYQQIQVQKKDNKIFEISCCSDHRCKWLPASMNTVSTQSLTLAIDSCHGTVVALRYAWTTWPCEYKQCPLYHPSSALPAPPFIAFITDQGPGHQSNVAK
TCR CD3 inh = inhibitors of human TCR-CD3 interaction; inhibition, % at 9.4 µM; TAMRA-labeled TCR probe fluorescence, biochemical; hit rate 0.37% among 360,000; AID 651800; in the data active = inhibition above about 19%;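 note: recombinant mutant TCR 2C K166C tagged with TAMRA read by polarization; 0% = receptor in buffer alone and 100% = receptor with positive control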
Tn7 DDE FP = DD(E)-Tn7 binding inhibition, primary FP screen; FP displacement of FITC-Tn7 peptide from fibrin DD(E); 0% = median of compound wells per plate; AID 720508; P02675; hit rate 0.13% among 370,000; inhibition, % at 8.3 µM;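 active = inhibition above the mean of compounds falling within the control limits plus 3 SD of them, cut at about 14% in these data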;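 note: 0% = plate median of compound wells and 100% = 10 µM Aha-Tn7 peptide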
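System: human fibrin DD(E); quantity: Fibrin-DD(E) at 2 µM final; also added: fluorescent Tn7 probe at 0.1 µM; compound dosing: single nominal test concentration of 8.3 µM per compound; schedule: 10 min preincubation, 3 h with tracer, room temperature; detection: fluorescence polarization of the labelled Tn7 tracer; repeats: one replicate per compound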
LEDGF integ inh = blocks HIV-1 LEDGF/p75-dependent DNA integration | TR-FRET IN-LEDGF/p75 DNA integration, Eu/Cy5 | inhibition, % at 3.7 µM | hit rate 0.64% among 370,000 | AID 743269;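 active = inhibition above the screen-wide mean plus 3 SD, cut at about 13% in these data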;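 note: signal is the Cy5 over europium emission ratio at 671 and 618 nm; 0% = plate median of compound wells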
PG9 binder = small molecules binding HIV-1 gp120 antibody PG9; TR-FRET gp120-PG9 antibody binding; inhibition, % at 6.7 µM; hit rate 0.43% among 360,000; in the data active = inhibition above about 8.5%
TDP2 absorb = TDP2 (human) inhibition, absorbance primary screen; recombinant TDP2, T5PNP hydrolysis, p-nitrophenol absorbance 415 nm; inhibition, % at 12.8 µM; hit rate 0.34% among 370,000; AID 720702;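 active = inhibition above the mean of all tested compounds plus 3 SD, set per campaign, cut at about 25% in these data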;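 note: 0% = DMSO with enzyme and 100% = buffer with substrate but no TDP2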
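Test system: human TDP2 enzyme; Input: 120 nM TDP2 per well; Buffer or medium: Mg2+-containing Tris-HCl buffer, pH 7.5; Reagent: 5 mM T5PNP; Dosing: 12.8 µM single point, 1% DMSO; Incubation: reaction 2 h, 37 °C; Detection: p-Nitrophenol epi absorbance; Read-out: % inhibition relative to enzyme-containing and enzyme-free wells; Replicates: single well per compound.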
mABHD4 FP = inhibits mouse alpha/beta hydrolase domain 4. Q8VD66. purified mABHD4, FP-Rh probe fluorescence polarization. inhibition, % at 8.92 µM. hit rate 0.54% among 370,000;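 active = inhibition exceeding the mean over every tested compound plus 3 SD, cut at about 30% in these data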;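 note: 0% = plate median of compound wells and 100% = S159A mutant with DMSO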
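Test system: mouse ABHD4 enzyme, wild type. Reagent: FP-Rh fluorescent activity-based probe, added after compound pre-incubation. Timing: pre-incubation 45 min, probe exposure 60 min, at 25 °C. Technique: FP readout, ex 525 nm / em 598 nm. Benchmarks: high control S159A mutant with DMSO, low control median of compound wells.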
PRMT1 FP inh = inhibitors of human PRMT1; Q99873; recombinant PRMT1, activity-based probe fluorescence polarization; inhibition, % at 2.79 µM; hit rate 1.3% among 370,000; AID 652257;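 active = inhibition above about 21% made by adding two undisclosed values, limit read from the data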
HTRA1 inh = inhibitors of human serine peptidase HTRA1. Q92743. recombinant HTRA1, FP-rhodamine activity-based probe, fluorescence polarization. hit rate 0.5% among 340,000. inhibition, % at 5.96 µM; in the data active = inhibition above about 36%;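 note: 0% = enzyme with DMSO and 100% = wells lacking enzyme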
Target sequence (Q92743 whole entry, looked up): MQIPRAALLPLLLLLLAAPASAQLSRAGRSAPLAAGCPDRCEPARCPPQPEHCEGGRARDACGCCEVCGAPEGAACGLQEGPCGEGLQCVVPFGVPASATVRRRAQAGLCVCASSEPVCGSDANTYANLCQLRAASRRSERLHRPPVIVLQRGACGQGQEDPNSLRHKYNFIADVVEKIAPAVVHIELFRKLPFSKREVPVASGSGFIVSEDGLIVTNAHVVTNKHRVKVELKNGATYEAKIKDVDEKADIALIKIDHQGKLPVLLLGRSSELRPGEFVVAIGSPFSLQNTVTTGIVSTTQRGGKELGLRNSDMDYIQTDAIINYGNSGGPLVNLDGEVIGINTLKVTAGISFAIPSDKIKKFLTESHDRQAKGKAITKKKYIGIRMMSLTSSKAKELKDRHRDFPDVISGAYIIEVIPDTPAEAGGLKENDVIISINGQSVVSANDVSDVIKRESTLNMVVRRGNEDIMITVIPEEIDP
UHRF1 binding = blocks human UHRF1 binding to methylated DNA. inhibition, % at 4.4 µM. UHRF1 binding to methylated oligo, TR-FRET. hit rate 0.75% among 370,000. AID 687016. Q96T88; in the data active = inhibition above about 21%;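 note: UHRF1 SRA domain binding a hemimethylated CpG hairpin DNA probe; 0% = median of test compound wells and 100% = reference inhibitor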
Active calls of the source: *; · = no result given.

Letters: A = SIAE inh; B = TCR CD3 inh; C = Tn7 DDE FP; D = LEDGF integ inh; E = PG9 binder; F = TDP2 absorb; G = mABHD4 FP; H = PRMT1 FP inh; I = HTRA1 inh; J = UHRF1 binding
> CCOCCCNC(=O)C(NC(=O)C1CCC(=O)N1)c1ccc(C)cc1 (centres undefined)
  A: -1; B: 4; C: -5; D: 0; E: -1.5; F: 3; G: 4; H: 1; I: -1; J: 2
> CC(C)CNS(=O)(=O)c1cc(C(=O)OCC(=O)N2CCOCC2)c(Cl)cc1Cl
  A: 2; B: 5; C: -10; D: 6; E: -1.1; F: -1; G: -3; H: -2; I: -3; J: 0
> O=C(O)CN1C(=O)C(=O)N(Cc2cccc(F)c2)C1=O
  A: 7; B: -2; C: 3; D: -2; E: -1.0; F: 3; G: 0; H: -1; I: 5; J: -1
> O=C(Nc1cnn(Cc2ccc(Cl)cc2Cl)c1)c1noc2c1CCCC2
  A: -10; B: -3; C: 3; D: 1; E: 0.0; F: 3; G: -14; H: 6; I: -46; J: -1
> O=S(=O)(c1ccc(Cl)cc1Cl)n1ccc2cccnc21
  A: 5; B: -6; C: -6; D: -2; E: 0.9; F: 1; G: -6; H: -4; I: -11; J: -2
> Cc1cccc(Cn2c(C(C)(C)C)cc3cccnc32)c1
  A: -2; B: -5; C: -4; D: 1; E: -1.6; F: -5; G: 0; H: -3; I: -3; J: 0
> COc1cc(NC(=O)C2CCN(S(=O)(=O)c3cccs3)CC2)c(C(=O)O)cc1OC
  A: -5; B: 8; C: 0; D: 1; E: -0.9; F: 4; G: -1; H: 1; I: 3; J: -3
> O=S(=O)(c1cccs1)N1CCC(c2cn3ccccc3n2)CC1
  A: 3; B: ·; C: 3; D: -2; E: ·; F: 3; G: 2; H: 6; I: ·; J: -1
> O=[N+]([O-])c1cc(C(F)(F)F)ccc1NCCc1c[nH]c2ccc(O)cc12
  A: 17*; B: -1; C: -2; D: 5; E: -0.2; F: 2; G: -8; H: 6; I: 12; J: -4
> C(=N\Nc1ccccc1)/c1ccc(N2CCOCC2)cc1
  A: 11; B: 3; C: -3; D: 0; E: -3.4; F: 5; G: 1; H: -1; I: 2; J: -1
> Cc1ccccc1-n1nc(CSc2nc3ccccc3[nH]2)c(-c2ccccc2)c1N
  A: 1; B: 5; C: -4; D: 0; E: -1.8; F: -4; G: 0; H: -2; I: -19; J: 0
> NC(=O)[C@@H]1CCCN1C(=O)c1ccc2nc(Cc3cccc(Cl)c3)oc2c1
  A: 1; B: -1; C: 5; D: 1; E: -0.1; F: 8; G: 2; H: 0; I: 4; J: -2
> CCOc1cccc(CNCCO)c1OCc1ccc(Cl)cc1
  A: 7; B: 10; C: -3; D: 2; E: -1.5; F: 8; G: 5; H: -1; I: 6; J: 1
> Nc1nnnn1/N=C/c1cc(Br)ccc1O
  A: 6; B: -9; C: 1; D: 6; E: -0.7; F: -3; G: 11; H: 5; I: ·; J: 0
> Cc1ccc(Cl)cc1-c1cc(C(=O)Nc2ccc(F)cc2)[nH]n1
  A: -24; B: -11; C: 6; D: -2; E: -0.4; F: 11; G: -50; H: 3; I: ·; J: 0
> CCOP(=O)(OCC)C(NC(=O)Nc1c(C)cc(C)cc1C)c1ccccc1 (centres undefined)
  A: -5; B: 4; C: 0; D: 0; E: -3.0; F: -6; G: -1; H: 1; I: 4; J: 2
> CCCCOc1ccc(C2C(C(=O)c3cccs3)=C(O)C(=O)N2CCN2CCOCC2)cc1 (centres undefined)
  A: 0; B: -8; C: -1; D: -4; E: 2.7; F: -5; G: 4; H: 2; I: -2; J: 3
> Cn1c(SCC2CCCO2)nnc1-c1ccc([N+](=O)[O-])cc1 (centres undefined)
  A: 1; B: -1; C: 0; D: -3; E: -0.7; F: 1; G: -3; H: 2; I: -6; J: -1
> COC(=O)C1=C(C)NC(=O)/C1=C\c1cc(C)n(-c2ccccc2F)c1C
  A: 5; B: -3; C: 3; D: -1; E: -1.8; F: 12; G: 7; H: 3; I: 5; J: -2
> C(=NN=C1c2ccccc2-c2ccccc21)c1c[nH]c2ccccc12
  A: -30; B: -3; C: 1; D: -6; E: 0.8; F: 0; G: -22; H: 3; I: -5; J: 3
> Cc1ccc(NC(=O)c2noc3c2CCC3)cc1C
  A: 0; B: 12; C: 2; D: 6; E: -1.2; F: 10; G: 9; H: 3; I: 8; J: 13
> Cc1cc(/C=N/n2cnnc2)c(C)n1-c1ccc2ncccc2c1
  A: 3; B: -1; C: -3; D: 5; E: 0.1; F: 8; G: -15; H: 3; I: 4; J: 1
> Cc1ccc(C2(C)NC(=O)N(CC(=O)N3CC(=O)Nc4ccccc43)C2=O)cc1 (centres undefined)
  A: 0; B: 7; C: -4; D: 0; E: -0.2; F: 3; G: 6; H: -3; I: 1; J: 4
> N#Cc1ccsc1NC(=O)CN1CCN(S(=O)(=O)c2ccccc2C(F)(F)F)CC1
  A: 1; B: 2; C: 6; D: 79*; E: -1.5; F: 0; G: -2; H: 2; I: -18; J: -1
> NC(=O)C1C2CCC(C2)C1C(N)=O (centres undefined)
  A: 0; B: -2; C: 8; D: 6; E: -1.3; F: -7; G: -4; H: -1; I: 7; J: -1

Sorted by SMILES length (ascending): three of the compounds above.
Letters: A = SIAE inh; B = TCR CD3 inh; C = Tn7 DDE FP; D = LEDGF integ inh; E = PG9 binder; F = TDP2 absorb; G = mABHD4 FP; H = PRMT1 FP inh; I = HTRA1 inh; J = UHRF1 binding
> Cc1cccc(Cn2c(C(C)(C)C)cc3cccnc32)c1
  A: -2; B: -5; C: -4; D: 1; E: -1.6; F: -5; G: 0; H: -3; I: -3; J: 0
> O=C(O)CN1C(=O)C(=O)N(Cc2cccc(F)c2)C1=O
  A: 7; B: -2; C: 3; D: -2; E: -1.0; F: 3; G: 0; H: -1; I: 5; J: -1
> O=S(=O)(c1cccs1)N1CCC(c2cn3ccccc3n2)CC1
  A: 3; B: ·; C: 3; D: -2; E: ·; F: 3; G: 2; H: 6; I: ·; J: -1

More structures
Letters: A = SIAE inh; B = TCR CD3 inh; C = Tn7 DDE FP; D = LEDGF integ inh; E = PG9 binder; F = TDP2 absorb; G = mABHD4 FP; H = PRMT1 FP inh; I = HTRA1 inh; J = UHRF1 binding
> Nc1cccc(OCCCCCOc2cccc(N)c2)c1
  A: -3; B: 5; C: -2; D: 2; E: -2.0; F: 5; G: 9; H: 2; I: 4; J: -1
> Cc1ccc(-n2nnnc2Sc2ccc(S(=O)(=O)NCCN(C)C)cc2[N+](=O)[O-])cc1
  A: -2; B: -4; C: 5; D: -5; E: 1.4; F: 0; G: 0; H: 6; I: 7; J: 1
> CS(=O)(=O)N(CC(=O)N1CCN(Cc2ccc3c(c2)OCO3)CC1)Cc1ccc(Cl)cc1
  A: -3; B: -10; C: -1; D: 3; E: -0.4; F: 4; G: -8; H: 0; I: 5; J: 2
> Cc1cc(-c2nnc(SCC(=O)Nc3ccccc3F)n2N)n[nH]1
  A: 4; B: -2; C: 4; D: -5; E: 1.1; F: -4; G: -1; H: 1; I: 0; J: 1
> CCC(CC)NC(=O)Nc1ccc(F)c(Cl)c1
  A: -4; B: 0; C: 2; D: -5; E: -0.8; F: -3; G: -5; H: 1; I: -5; J: 5
> CC(=O)c1cccc(NC(=O)c2ccncc2)c1
  A: 1; B: -3; C: -3; D: 0; E: 0.3; F: 0; G: 7; H: 3; I: 3; J: 3
> Cn1c(=O)c2c(nc(Oc3ccccc3N)n2C)n(C)c1=O
  A: 3; B: 2; C: -10; D: 2; E: -3.6; F: 5; G: 5; H: -2; I: 8; J: -3
> CSc1ccccc1C(=O)Nc1c(C)cccc1C
  A: 1; B: 3; C: -4; D: 0; E: 0.6; F: -2; G: 1; H: -2; I: -19; J: -1
> Cc1ccc(-n2c(SCC(=O)Nc3ccc(OCc4ccccc4)cc3)nnc2-c2ccco2)cc1
  A: 3; B: ·; C: 4; D: 0; E: ·; F: -1; G: -4; H: -5; I: ·; J: 0
> Cc1c(-c2ccccc2)[n+](=O)c(-c2ccc(Br)cc2)c(C)n1[O-]
  A: 0; B: 5; C: 0; D: -2; E: -0.9; F: 9; G: 6; H: 0; I: 5; J: -1
> CC1CCN(C(=S)Nc2ccc3nc4n(c(=O)c3c2)CCCCC4)CC1
  A: 4; B: 0; C: 3; D: -1; E: -0.9; F: 1; G: 8; H: -1; I: 0; J: -1
> CCOc1ccc(C(=O)Nc2ccc(-c3cc4ccccc4oc3=O)c(C)c2)cc1[N+](=O)[O-]
  A: -4; B: 1; C: -1; D: 0; E: -2.9; F: -6; G: -7; H: 1; I: -3; J: -2
> CCCC(=O)N1CCN(Cc2ccc3c(c2)OCO3)CC1
  A: 1; B: 3; C: 1; D: -2; E: -0.2; F: -7; G: -1; H: 4; I: 1; J: 4
> CC(Sc1nnc(C(F)(F)F)n1C)C(=O)NC(N)=O (centres undefined)
  A: -3; B: 0; C: -7; D: 0; E: 0.7; F: -19; G: -2; H: 0; I: 5; J: 2
> O/N=C(\c1ccc(Cl)cc1)c1ncc(C(F)(F)F)cc1Cl
  A: -7; B: 9; C: -5; D: 1; E: 0.1; F: -6; G: -20; H: -2; I: -3; J: -3
> Cc1nc(C)c(-c2nnc(-c3ccc(C(C)(C)C)cc3)o2)cc1C(=O)NN
  A: -7; B: 17; C: -1; D: 6; E: -3.0; F: -22; G: -12; H: -4; I: 5; J: -3

Part of the list above, with two lines to a compound:
Under each structure – SIAE inh, TCR CD3 inh, Tn7 DDE FP, LEDGF integ inh, PG9 binder, TDP2 absorb, mABHD4 FP, PRMT1 FP inh, HTRA1 inh, UHRF1 binding
O=[N+]([O-])c1cc(C(F)(F)F)ccc1NCCc1c[nH]c2ccc(O)cc12
  17*, -1, -2, 5, -0.2, 2, -8, 6, 12, -4
C(=N\Nc1ccccc1)/c1ccc(N2CCOCC2)cc1
  11, 3, -3, 0, -3.4, 5, 1, -1, 2, -1
Cc1ccccc1-n1nc(CSc2nc3ccccc3[nH]2)c(-c2ccccc2)c1N
  1, 5, -4, 0, -1.8, -4, 0, -2, -19, 0
NC(=O)[C@@H]1CCCN1C(=O)c1ccc2nc(Cc3cccc(Cl)c3)oc2c1
  1, -1, 5, 1, -0.1, 8, 2, 0, 4, -2

Bioassay records deposited in PubChem BioAssay by The Scripps Research Institute Molecular Screening Center.
